PI4K2A inh: qHTS for small molecular inhibitors of PI4K2A | hit rate 0.13% among 420,000 | purified PI4K2A, ADP-Glo luminescence, 1 h; active compounds read low | activity change, negative = inhibition, % at 76.9 µM; in the data active = activity change below about -50%;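 also: -100% = wells without enzyme as full effect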
Target sequence (Q9BTU6 whole entry, looked up): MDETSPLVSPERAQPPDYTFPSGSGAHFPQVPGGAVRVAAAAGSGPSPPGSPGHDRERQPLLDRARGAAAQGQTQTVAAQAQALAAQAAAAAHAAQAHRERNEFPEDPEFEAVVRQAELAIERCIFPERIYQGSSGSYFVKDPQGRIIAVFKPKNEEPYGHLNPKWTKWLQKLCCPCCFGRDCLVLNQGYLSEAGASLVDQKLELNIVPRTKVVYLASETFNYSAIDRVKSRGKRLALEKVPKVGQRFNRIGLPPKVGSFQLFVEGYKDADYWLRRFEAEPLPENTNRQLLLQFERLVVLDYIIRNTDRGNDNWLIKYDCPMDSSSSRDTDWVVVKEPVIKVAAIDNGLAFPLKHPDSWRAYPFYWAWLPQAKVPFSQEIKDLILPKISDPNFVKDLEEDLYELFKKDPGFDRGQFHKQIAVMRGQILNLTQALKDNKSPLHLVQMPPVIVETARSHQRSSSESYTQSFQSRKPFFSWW
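In this quantitative HTS, ADP production by PI4K2A was quantified luminescently after 1 h at ambient temperature; 100 microM adenosine served as plate-quality control.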
Numbers without * were called inactive.

SMILES | PI4K2A inh
O=S1(=O)c2c(cccc2N2CC[C@H](O)C2)O[C@H]2CCN1C2 | -3
COc1ccc(CN2C(=O)N3Cc4ccccc4C3CS2(=O)=O)cc1 (configuration not stated) | 0
COC(=O)[C@]12C[C@H](CC(=O)NCc3ccc(C)o3)C(=O)N(Cc3ccccc3)C1=C[C@H](COCc1ccccc1)O[C@@H]2C | -8
COC(=O)[C@]12C[C@H](CC(=O)NCc3ccccc3)C(=O)N(Cc3cccc4ccccc34)C1=C[C@H](C(C)C)O[C@@H]2C1CC1 | -2
Cc1ccc(-n2c(SCC(=O)Nc3ccc4c(c3)OCCO4)nnc2-c2cnccn2)cc1 | 2
O=C1c2cccn2CC2Cc3ccccc3N12 (configuration not stated) | -11
Nn1c(SCC(=O)Nc2ccc(OCc3ccccc3)cc2)nnc1-c1cc(-c2ccccc2)n[nH]1 | 2
COC(=O)[C@@]12CCCCC3=C1N(CCC3)C(=O)[C@H]2CC(=O)NCc1ccc(OC)c(OC)c1 | -4
O=C(OCc1cn(Cc2ccc(Cl)cc2)nn1)N1CCCC1 | 7
C=CCN1[C@H](C#N)[C@@H](c2ccc(C#Cc3cccc(OC)c3)cc2)[C@H]1CO | -18
COc1ccc(S[C@]2(C(=O)N3CCN(c4ncccn4)CC3)CC(=O)N(C(=O)c3ccccc3)[C@@H]2c2ccc(OC)cc2)cc1 | -3
Cc1ccc(S(=O)(=O)N2CCN(C(=O)c3cccn3C)CC2)cc1 | 7
Cc1sc2nc(SCC(=O)c3ccc(O)c(O)c3)n(Cc3ccco3)c(=O)c2c1C | -9
O=C(COc1ccccc1C(=O)NCc1ccccc1)Nc1ccc(I)cc1 | 0
N=c1c2c(-c3ccccc3)c(-c3ccccc3)n(Cc3ccccc3)c2ncn1C1CCOCC1 | 1
N#Cc1cccc(NC(=O)OC2CCC23CCC(c2ccccc2)CC3)c1 (configuration not stated) | 1
Cc1ccc(CN2CCCCC(NC(=O)c3ccc(N(C)C)cc3)C2=O)cc1 (configuration not stated) | 3
CCOc1ccc(-n2c(SCC(=O)Nc3cccc4ccccc34)nnc2-c2ccncc2)cc1 | -2
CCCCCCCC(=O)N[C@H]1CC[C@@]23CCCN2C(=O)CCC[C@H]3[C@H]1C | -1
Cc1ccc(NC(=O)N2CCC(N(C)CCC(C)C)CC2)cc1F | 1
N#Cc1cccc(-n2cc(COC(=O)NCCc3ccccc3)nn2)c1 | 0
C[C@H]1[C@@H](N(C)Cc2cccs2)CC[C@@]23CCCN2C(=O)CCC[C@@H]13 | -3
C=CCN(C(=O)[C@@H](C)[C@@H](O)c1ccc2ccccc2c1)c1ccccc1 | -2
C[C@H]1[C@H](NC(=O)c2ccc(Cl)c(Cl)c2)CC[C@@]23CCCN2C(=O)CCC[C@@H]13 | 3
O=C(Nc1ccc(N2C(=O)[C@@H]3[C@H](C2=O)[C@@H]2C=C[C@H]3C2)c(Cl)c1)c1ccccn1 | -4
CN(Cc1ccccc1)S(=O)(=O)c1cccc(C(=O)OCc2ccccc2Cl)c1 | 1
COC(=O)c1cc(-c2cccc(C(F)(F)F)c2)c(=O)n2c1CCC2 | 1
COc1ccc(OC)c(CN2C(=O)CN(S(C)(=O)=O)CC2(C)c2nnnn2C2CCCC2)c1 (configuration not stated) | 2
CC(=O)CC[C@H]1CC[C@]2(CCCN(Cc3nccn3C)C2)O1 | 3
Nc1c(C(=O)NCC(O)c2ccccc2)cnn1-c1ccccc1 (configuration not stated) | -5
O=C(c1cccs1)C1CCN(c2ncnc3sccc23)CC1 | -3
CN(C)CCOC(c1ccccc1)c1ccc(Br)cc1 (configuration not stated) | 3
CC(C)Oc1cccc(-c2n[nH]c(=S)n2N=Cc2ccc(OCc3ccccc3)cc2)c1 | -6
CC(C)CN1C(=O)C[C@]2(C(=O)N(C)c3ccc(NS(=O)(=O)C4CCCCC4)cc32)C1c1ccccc1 (some centres not stated) | -1
COc1cc(-c2c(C(=O)c3ccccc3)[nH]c(N)c2C(N)=O)ccc1O | -25
O=C(CNc1nnnn1-c1ccccc1)N1CCCC1 | 1
COc1ccc(-c2cc(-c3nnc(SCC(=O)Nc4cccc5ccccc45)n3N)[nH]n2)cc1 | -2
CN1C(=O)c2cc(NC(=O)Nc3ccccc3)ccc2OC[C@H]2O[C@@H](CC(=O)Nc3cc(F)ccc3F)CC[C@@H]21 | -7
CCOc1ccc(CCNC(=O)c2cc3ccsc3n2C)cc1OCC | -1
O=C(CCS(=O)(=O)c1ccccc1)Nc1ccc(Cl)c(Cl)c1 | -2
COc1cccc(CNC(=O)C2CCN(c3nc(OC)nc(OC)n3)CC2)c1 | -1
O=C(Cn1cnc2ccccc2c1=O)N1CCN(Cc2ccc(F)cc2)CC1 | -1
CC(=O)c1cc(-c2ccccc2-c2ccccc2)c(=O)n2c1CCC2 | 3
Cc1c(C)n(Cc2ccc(-c3ccccc3C(=O)O)cc2)c2ccc(C(=O)N[C@@H](C)c3ccc(Br)cc3)cc12 | 4
Cc1ccccc1CS(=O)(=O)Cc1ccc(C(=O)Nc2ccc(F)cc2F)o1 | 0
Cc1sc2nc(COC(=O)CNC(=O)c3ccc(F)cc3Cl)[nH]c(=O)c2c1C | 16
COc1ccc(C(=O)OCCN2CCN(C3CN(Cc4cn(Cc5cccc(F)c5)nn4)S(=O)(=O)C3)CC2)cc1OC (configuration not stated) | -4
O=C(NCc1cccs1)C1CCCN(S(=O)(=O)c2ccccc2)C1 (configuration not stated) | 4
CC(=O)N1CCCN(C(=O)Cn2cnc3ccccc3c2=O)CC1 | 2
CC(C)(C)c1ccc(-c2cn(C[C@H](Cc3ccccc3)n3c(=O)c4ccccc4n3Cc3ccco3)nn2)cc1 | -3
C=CCN1C(=O)[C@@H](CC(=O)NCc2cccc3ccccc23)[C@]2(C(=O)OCC)CCCCC/C=C/12 | -5
COC(=O)c1cn(-c2ccc3c(c2)[C@]2(CC(=O)N(C)C2c2ccccc2)C(=O)N3CC(C)C)nn1 (some centres not stated) | 4
CC(=O)OC12CCCN(C1)/C(=C/c1cccc(N(C)C)c1)C2 (configuration not stated) | 0
COc1ccc(NC(=O)NNC(=O)CCn2nc(C)c([N+](=O)[O-])c2C)cc1OC | -5
Cc1ccc([C@H](C)NC(=O)C2=C(N)N(S(=O)(=O)c3ccc(C)cc3)C(C(=O)c3ccccc3)C2c2ccccc2Cl)cc1 (some centres not stated) | -3
CCN(CC)C(=O)CC[C@H]1CC[C@]2(CCCN(Cc3cccnc3)C2)O1 | -2
COC(=O)[C@]12C[C@H](CC(=O)NCCCCc3ccccc3)C(=O)N(Cc3ccco3)C1=C[C@H](C(C)C)O[C@@H]2C1CC1 | -2
O=C(CSc1nnc(-c2ccccc2)n1-c1ccc(Cl)cc1)Nc1ccc(OCc2ccccc2)cc1 | 1
O=C1COc2ccccc2C(c2nnnn2-c2ccc3ccccc3c2)N1C1CC1 (configuration not stated) | 2
COC(=O)[C@]12C[C@H](CC(=O)N3CCN(C(=O)c4ccco4)CC3)C(=O)N(Cc3cccc4ccccc34)C1=C[C@H](C(C)C)O[C@@H]2C1CC1 | -4

Following part
SMILES | PI4K2A inh
O[C@H](COc1ccc(F)cc1)CN1CCC(C(O)(c2ccccc2)c2ccccc2)CC1 | 6
CN(C)[C@H]1CCN(c2ccc3c(c2)O[C@@H]2CCN(C2)S3(=O)=O)C1 | -8
C#CCNC(=O)C[C@H]1C(=O)N(CCc2ccc(Cl)cc2)C2=CCCC[C@@]21C(=O)OCC | 0
COC(=O)[C@]12C[C@H](CC(=O)NCc3cccc(C(F)(F)F)c3)C(=O)N(Cc3cccc4ccccc34)C1=C[C@H](C1CCCC1)O[C@@H]2C | -1
CC(=O)OC12CCCN(C1)/C(=C/c1ccc(Cl)cc1)C2 (configuration not stated) | 5
c1nc2nc3c(c(N4CCCC4)n2n1)CCCC3 | -4
C[C@@H]1C(c2ccccc2)CC(=O)C(=O)C[C@@H]1C(=O)N1CCCC1 (some centres not stated) | 5
COc1ccc(C=NNC(=O)Cc2cc(=O)[nH][nH]2)c(OC)c1 | -7
CCNC(=O)C[C@H]1CC[C@H]2[C@@H](COc3ccc(NC(=O)Nc4ccccc4)cc3C(=O)N2C)O1 | 0
CC(=O)N1[C@H](CO)[C@@H](c2ccccc2)[C@@H]1CN(C(=O)c1ccc(F)cc1)C(C)C | -2
Clc1ccc(CN2CCN(N=Cc3ccncc3)CC2)cc1 | 3
C=CCn1c(SCC(=O)c2ccc(-c3ccccc3)cc2)nnc1-c1ccc(OC)cc1 | -3
CC(C)CNC(=O)OCc1cn(Cc2cccc(Cl)c2)nn1 | -3
Cc1ccc(Cn2cc(COC(=O)N3CCOCC3)nn2)cc1 | 6
CCOC(=O)c1ccc(NC(=O)CSc2nnc(-c3cccc(C)c3)n2C)cc1 | 0
CCN(C(=O)[C@H]1CC(=O)O[C@@H]1c1ccccc1)c1ccccc1 | 0
CCN1C(=O)c2ccccc2C1Nc1ccc(OCCN2CCCCC2)cc1 (configuration not stated) | -1
CCOC(=O)[C@]12CCCC=C1N(Cc1ccc(OC)cc1)C(=O)[C@@H]2CC(=O)N1CCN(C(=O)c2ccco2)CC1 | -3
CC(c1ccccc1)n1cc(C(=O)NCCCN2CCCC2)nn1 (configuration not stated) | 2
O=C(NC1CCCCN(Cc2ccc(Cl)cc2)C1=O)c1ccc(F)cc1 (configuration not stated) | -2
Cc1ccc(-c2cc(C(=O)NN=Cc3ccc(F)cc3)[nH]n2)cc1C | 0
O=[N+]([O-])c1ccc2nc(CNc3nc(N4CCOCC4)nc4c3ncn4-c3ccsc3)[nH]c2c1 | -2
C=CCn1c(Cc2cccs2)nnc1SCC(=O)Nc1cccc2ccccc12 | 4
C=CCN(C)CC#Cc1ccc(C)cc1 | 1
CC(C)(C)c1ccc(CNc2nc(-c3ccccn3)nnc2-c2ccccc2)cc1 | -3
O=C(NCc1ccco1)C1CCCN(S(=O)(=O)c2ccccc2[N+](=O)[O-])C1 (configuration not stated) | 0
COC(=O)[C@@]12CCCCC3=C1N(CCC3)C(=O)[C@H]2CC(=O)N1CCN(C(=O)C2CC2)CC1 | -2
CC(=O)c1ccc(NCCCN2CCC(C(O)(c3ccccc3)c3ccccc3)CC2)cc1 | -8
CC(=O)c1cc(-c2cccc(C(C)C)c2)c(=O)n2c1CCC2 | 1
O=C(Nc1ccc(F)cc1)OCc1cn(Cc2cc(F)ccc2F)nn1 | -4
COC(=O)C1CN(Cc2ccccc2)CCS(=O)(=O)N1Cc1cn(Cc2cccc(Cl)c2)nn1 (configuration not stated) | -3
COC(=O)C1CN(CC(C)C)CCS(=O)(=O)N1Cc1ccc(Cl)cc1 (configuration not stated) | -3
CCOC(=O)CC[C@@H]1CC[C@]2(CCCN(C(=O)c3ccccc3)C2)O1 | -2
OC(c1ccccc1)(c1ccccc1)C1CCN(CCCOc2ccc(Br)cc2)CC1 | 1
COP(=O)(CC(=O)O)C(CC(C)C)NC(=O)OCc1ccccc1 (configuration not stated) | 1
FC(F)(F)c1ccccc1Cn1ccc2ccc(-c3ccc4ccn(Cc5ccccc5C(F)(F)F)c4c3)cc21 | 0
CC(C)(C)c1ccc(-c2nnc(SCC(=O)c3ccc([N+](=O)[O-])cc3)n2-c2ccc(Cl)cc2)cc1 | 3
O=S1(=O)c2ccc(N3CCC[C@@H]3CO)cc2OCCCN1C1CC1 | -4
Cc1ccc(Cn2cc(CN3[C@@H](CC(C)C)COc4ccc(Cl)cc4S3(=O)=O)nn2)cc1 | 1
CCCNC(=O)C[C@H]1CC[C@H]2[C@@H](COc3ccc(NC(=O)c4cncs4)cc3C(=O)N2C)O1 | -4
Nc1[nH]c(C(=O)c2ccccc2)c(-c2ccc(Cl)cc2Cl)c1C(=O)c1cccs1 | -7
C=CC[C@@H]1NN2C(=O)[C@@H](CCCC)[C@@H]3c4ccccc4C=NN3[C@@H]2c2ccccc21 | 0
COCCCN1C(=O)[C@H](CC(=O)N2CCCCC2)[C@]2(C(=O)OC)CCCCC=C12 | 7
CCOC(=O)[C@]12CCCC3=C1N(CCC3)C(=O)[C@@H](CC(=O)NCc1ccccc1)C2 | 0

Of the compounds above, 18 contain a Cl atom.
SMILES | PI4K2A inh
O=C(OCc1cn(Cc2ccc(Cl)cc2)nn1)N1CCCC1 | 7
C[C@H]1[C@H](NC(=O)c2ccc(Cl)c(Cl)c2)CC[C@@]23CCCN2C(=O)CCC[C@@H]13 | 3
O=C(Nc1ccc(N2C(=O)[C@@H]3[C@H](C2=O)[C@@H]2C=C[C@H]3C2)c(Cl)c1)c1ccccn1 | -4
CN(Cc1ccccc1)S(=O)(=O)c1cccc(C(=O)OCc2ccccc2Cl)c1 | 1
O=C(CCS(=O)(=O)c1ccccc1)Nc1ccc(Cl)c(Cl)c1 | -2
Cc1sc2nc(COC(=O)CNC(=O)c3ccc(F)cc3Cl)[nH]c(=O)c2c1C | 16
Cc1ccc([C@H](C)NC(=O)C2=C(N)N(S(=O)(=O)c3ccc(C)cc3)C(C(=O)c3ccccc3)C2c2ccccc2Cl)cc1 (some centres not stated) | -3
O=C(CSc1nnc(-c2ccccc2)n1-c1ccc(Cl)cc1)Nc1ccc(OCc2ccccc2)cc1 | 1
C#CCNC(=O)C[C@H]1C(=O)N(CCc2ccc(Cl)cc2)C2=CCCC[C@@]21C(=O)OCC | 0
CC(=O)OC12CCCN(C1)/C(=C/c1ccc(Cl)cc1)C2 (configuration not stated) | 5
Clc1ccc(CN2CCN(N=Cc3ccncc3)CC2)cc1 | 3
CC(C)CNC(=O)OCc1cn(Cc2cccc(Cl)c2)nn1 | -3
O=C(NC1CCCCN(Cc2ccc(Cl)cc2)C1=O)c1ccc(F)cc1 (configuration not stated) | -2
COC(=O)C1CN(Cc2ccccc2)CCS(=O)(=O)N1Cc1cn(Cc2cccc(Cl)c2)nn1 (configuration not stated) | -3
COC(=O)C1CN(CC(C)C)CCS(=O)(=O)N1Cc1ccc(Cl)cc1 (configuration not stated) | -3
CC(C)(C)c1ccc(-c2nnc(SCC(=O)c3ccc([N+](=O)[O-])cc3)n2-c2ccc(Cl)cc2)cc1 | 3
Cc1ccc(Cn2cc(CN3[C@@H](CC(C)C)COc4ccc(Cl)cc4S3(=O)=O)nn2)cc1 | 1
Nc1[nH]c(C(=O)c2ccccc2)c(-c2ccc(Cl)cc2Cl)c1C(=O)c1cccs1 | -7

Screens: PubChem, National Center for Advancing Translational Sciences (NCATS)

Only part of the results is shown; count on the stated rates, not on these rows.
